TRAIL sens C8: sensitizes caspase-8 expressing cells to TRAIL; inhibition (viability loss, TRAIL sensitization), % at 10 µM; AID 624354; NB7+C8 cells + TRAIL, ATPlite viability luminescence; 1% of 360,000 active;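 active means compounds causing at least 50% loss of cell viability in the single-dose screen, relative to plate controls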
TWEAK-Fn14 inh: blocks TWEAK-Fn14 interaction in a reporter cell assay. TWEAK-stimulated Fn14 reporter cells, luciferase luminescence, 8 h. inhibition, % at 10 µM. 2% of 360,000 active; in the data active means inhibition above about 50%
COUP-TFII inh: inhibitors of human COUP-TFII (NR2F2); P24468; HEK293T NGFI-A luciferase reporter, luminescence; inhibition, % at 8.6 µM; 0.7% of 370,000 active; AID 686940;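 active means inhibition above a per-plate cutoff, mean inhibition of test wells between control levels plus 3 SD, cut at about 38% in these data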;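 further: cells cotransfected with COUP-TFII expression vector driving the NGFI-A reporter; 0% = median of COUP-TF2 test wells and 100% = reporter-only cells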
CF NFkB inh: inhibitors of cystic fibrosis induced NF-kB; KKLEB NF-kB-GFP reporter, PAF-induced, GFP fluorescence overnight; 0.86% of 360,000 active; inhibition, % at 5 µM;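 active means at least 50% inhibition at 5 µM, scaled per plate between neutral and stimulator controls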;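 further: PAF is a Pseudomonas aeruginosa culture filtrate used as stimulus; plate controls were PAF-stimulated DMSO wells for no effect and unstimulated DMSO wells for full effect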
LRH-1 inv ag: suppresses constitutive activity of human LRH-1. O00482. HEK293T StAR-luciferase reporter, LRH-1 transfected, 24 h. inhibition, % at 3.6 µM. 0.13% of 360,000 active;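 active means inhibition above the mean inhibition of all tested compounds plus 3 SD, cut at about 73% in these data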;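 further: 0% = DMSO wells and 100% = reporter-only cells lacking LRH-1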
SRC1 inh: inhibitors of human steroid receptor coactivator 1 (SRC1). Q15788. HEK293 GAL4-SRC1 luciferase reporter, luminescence. inhibition, % at 3.6 µM. 0.12% of 360,000 active. AID 588354;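 active means inhibition above the campaign mean plus 3 SD, with each screening campaign given its own cutoff, cut at about 60% in these data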;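 further: 0% = DMSO treated cells and 100% = gossypol at 36 µM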
KKLEB cytotox: counter-screen for CF NF-kB inhibitors: cytotoxicity; KKLEB CF airway cells viability, ATPlite luminescence, overnight; hits give low values; cells stimulated with P. aeruginosa culture filtrate; activity change (cytotoxicity), % at 5 µM; 0.36% of 360,000 active; AID 602141;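 active means corrected activity change at or below -50% at 5 µM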
TROY NFkB inh: blocks TROY-dependent signaling in reporter cells; Q293 LMP1-TROYcd NF-kB luciferase reporter, 4 h; inhibition, % at 10 µM; 0.98% of 360,000 active; AID 1347056;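 active means compounds whose plate-normalised and pattern-corrected inhibition of the luciferase reporter signal at the single screening dose is 50% or more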
NCOA2 inhibitor: inhibits human steroid receptor coactivator 2 | 0.17% of 370,000 active | inhibition, % at 9 µM | Q15596 | HEK293 GAL4-SRC2 luciferase reporter, luminescence;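 active means inhibition above the mean inhibition of all tested compounds plus 3 SD, set per campaign, cut at about 52% in these data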;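 further: 0% = DMSO treated cells and 100% = cells given Gossypol at 36 µM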
LMP1 NFkB inh: inhibitors of Epstein-Barr LMP1-induced NF-kappaB reporter; LMP1-induced NF-kappaB luciferase reporter cells, luminescence; inhibition, % at 12.5 µM; 0.69% of 350,000 active; AID 504558; in the data active means inhibition above about 41%;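 further: 0% = neutral control wells and 100% = reference inhibitor control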
NCOA3 inh: human NCOA3 inhibition. HEK293 GAL4-SRC3 luciferase reporter, luminescence. inhibition, % at 3.6 µM. 0.17% of 360,000 active. AID 588352;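 active means inhibition above a per-campaign cutoff, the mean of all compounds plus 3 SD, cut at about 60% in these data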;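 further: 0% = DMSO-treated cells and 100% = gossypol-treated cells at 36 µM; higher means less SRC3-driven luciferase light from the GAL4 reporter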
Active calls of the source: *; . = not tested or not shown.

compound	TRAIL sens C8	TWEAK-Fn14 inh	COUP-TFII inh	CF NFkB inh	LRH-1 inv ag	SRC1 inh	KKLEB cytotox	TROY NFkB inh	NCOA2 inhibitor	LMP1 NFkB inh	NCOA3 inh
COc1cccc(N2CCN(C(=O)c3cccc(N4C(=O)NC5CC4(C)Oc4c(OC)cccc45)c3)CC2)c1 (configuration not stated)	13	1	13	12	-15	-13	7	7	16	-2	-30
Cc1csc(NC(=O)CCCC(=O)O)c1-c1nc2ccccc2s1	-19	23	-5	12	-6	7	13	-16	-12	-14	10
CCC1CCCCN1C(=O)CSc1nnc(N)s1 (configuration not stated)	3	5	2	-9	-17	-16	3	10	-27	-8	9
COc1cc(C(C)=O)ccc1Oc1ncnc2c1cnn2-c1cccc(Cl)c1	-3	1	5	27	0	7	-17	-11	19	10	1
CCOc1ccccc1NC(=O)c1cc(S(=O)(=O)NCc2ccco2)ccc1F	3	-9	0	10	-20	10	1	-22	-28	1	-3
COc1cccc(OC)c1OCCN1CCC(C(=O)NC(c2ccccc2)c2ncccc2C)CC1 (configuration not stated)	-5	28	-5	17	0	-8	5	-4	-5	.	-32
O=C(OCc1nnc(-c2cccs2)o1)c1cccnc1Cl	2	-2	3	-7	-9	-5	3	-26	-2	5	-3
CN(C)c1cc[n+](CCC(=O)Nc2cccc([N+](=O)[O-])c2N)cc1	-11	18	6	-9	-3	-4	7	4	15	-5	17
S=C(NCCN1CCOCC1)NC1CCCC1	-6	-4	2	-11	11	1	4	13	1	-1	7
O=C(NCc1ccco1)/C(=C\c1cccnc1)NC(=O)c1ccccc1F	-11	1	.	-4	4	4	5	5	.	-5	8
COc1ccc(CCNCc2c(-c3ccccc3)n(C)c3ccccc23)cc1	24	-41	-4	11	4	-1	-15	0	-7	1	21
Cc1ccc(SCc2[nH]nc3c2C(c2ccc(C)o2)C(C#N)=C(N)O3)cc1 (configuration not stated)	-3	17	5	0	-7	-26	-13	5	1	66*	14
Nc1ccc(C(=O)Nc2ccc3cc(S(=O)(=O)O)ccc3c2)cc1	-3	-19	-36	-10	-41	-8	-2	-35	-31	-26	-47
Cc1ccc(C)c(N2CN(CCC3=CCCCC3)CNC2=S)c1	-15	-10	-10	7	2	-7	6	-8	14	-7	-5
CCOC(=O)C1CCN(CC(C)(C)NS(=O)(=O)c2ccc(C)cc2)CC1	0	20	5	-4	10	15	10	-10	-17	0	-24
Cc1ccc(OCCN2CCC2(C)C(=O)NCc2ccc(C(F)(F)F)cc2)cc1 (configuration not stated)	1	-8	6	21	20	13	-20	6	9	.	20
Cc1ccccc1-n1c(Cn2c(=O)sc3ccccc32)nnc1SCC(=O)N1CCOCC1	2	0	5	-4	-9	2	-8	2	-9	0	3
Cc1ccc(S(=O)(=O)N2CCOC23CCN(S(=O)(=O)c2c(C)cc(C)cc2C)CC3)cc1	-6	11	1	-46	10	-15	3	11	-26	8	-12
O=C(CN(C(=O)CNS(=O)(=O)c1ccccc1)c1ccc2c(c1)OCCO2)NC1CCCCC1	-4	22	4	14	-6	-3	-3	-28	-15	1	16
COCCNC(=O)c1ccc2c(c1)ncn2-c1cccc(C)c1	22	6	-27	13	-32	-10	-21	-11	-54	-2	-22
CC(OC(=O)c1ccc(Cl)c(S(=O)(=O)N2CCOCC2)c1)C(=O)Nc1ccc(S(N)(=O)=O)cc1 (configuration not stated)	-12	-6	0	1	3	-4	1	1	0	-9	8
Cc1ccccc1NC(=O)C(=O)Nc1ccccc1C	-6	17	-33	-25	-46	-136	-5	-34	-62	-30	-87
COc1ccc(C(=O)N2CCNC(=O)C2CC(=O)Nc2ccc(C)c(C)c2)cc1 (configuration not stated)	1	-1	9	-27	2	2	22	7	-6	2	5
C=C1CCC[C@]2(C)C[C@H]3OC(=O)C(CN[C@@H](C)c4ccccc4)[C@H]3CC12 (some centres not stated)	-4	-2	1	13	0	11	4	6	22	-8	18
Cc1c(C(=O)NCc2cccnc2)sc2nc(-c3ccccc3)cn12	15	-24	-37	15	33	24	-4	-41	-49	-23	21
COC(=O)c1c(NC(=O)COC(=O)CCc2ccc(S(=O)(=O)N3CCOCC3)cc2)sc2c1CCC2	-2	-30	12	-31	-18	13	4	20	-26	-6	21
COc1ccccc1N1CCN(C2CCCN(C(=O)c3ccccn3)C2)CC1 (configuration not stated)	-13	8	-5	9	3	-18	-23	-7	14	-6	-9
CCOc1ccc(C(=O)Nc2ccc(N3CCN(C(=O)c4ccco4)CC3)cc2)cc1Br	18	-45	16	-3	-9	-22	-4	17	-6	26	7
Cc1noc(C)c1S(=O)(=O)N(CC(=O)NCc1ccc(Cl)cc1)c1ccc2c(c1)OCO2	-9	8	3	14	5	-8	1	6	-13	-15	1
COCCN1C[C@@H](CO)O[C@@H](n2cnc3c(NC4CCCC4)ncnc32)C1	-14	-2	-1	12	7	-16	5	6	-27	.	-3
O=C(c1c(Cl)cccc1Cl)N1CCN(c2ncccn2)CC1	-18	-21	21	-9	-16	-25	1	-9	-16	7	-9
CCC(C)c1ccc(NC(=O)N2CCOCC2)cc1 (configuration not stated)	0	-37	-24	18	-78	-82	-2	-15	-39	-5	-63
Cc1ccccc1C(=O)NNC(=O)CCc1ccccc1	-7	-7	15	-8	-5	5	-4	4	-10	2	3
Cc1ccc(S(=O)(=O)CC(CN2CCCCC2)N2CCCCC2)cc1 (configuration not stated)	5	13	-19	53*	0	25	-3	-12	27	19	18
Cc1ccccc1OCCC(=O)OCC(=O)NC1CCCC1	-3	0	-2	15	6	-23	-4	2	16	2	18
COC(=O)c1c(NS(C)(=O)=O)sc2c1CCCC2	-2	5	1	-8	-7	-1	2	3	0	-6	9
C[C@H]1CN([C@@H](C)CO)C(=O)c2cccc(NC(=O)Nc3ccc(C(F)(F)F)cc3)c2O[C@@H]1CN(C)S(=O)(=O)c1ccccc1	14	-18	-2	6	-3	-2	-20	-2	-2	6	24
CSCCC(Nc1nc2ccccc2s1)C(=O)O (configuration not stated)	-12	2	-9	-2	-16	-15	-11	-13	-5	-1	9
O=C(NCc1ccccc1)c1c[nH]c2ccc(S(=O)(=O)Nc3ccc4c(c3)OCCO4)cc2c1=O	-13	3	-16	3	-14	1	-30	.	-25	-1	4
CCN(CC(=O)NCc1cccs1)C(=O)c1cccc(S(=O)(=O)Nc2ccccc2Cl)c1	11	12	12	-16	16	4	7	3	2	0	8
CCOC(=O)N1CCN(c2ccc(S(=O)(=O)N(Cc3ccccc3)Cc3ccccc3)cn2)CC1	22	42	4	6	8	-7	-18	62*	23	23	7
COc1ccc(-c2cc3c(=O)n(CC(=O)Nc4cccc(Cl)c4)ncn3n2)cc1	1	-31	1	-7	-17	-66	-6	-7	17	0	-20
Cc1ccc(NC(=C(C#N)C#N)c2ccccc2)cc1	-10	5	-6	30	4	-17	-6	6	6	-2	9
Cc1sc2nc(C3CC3)nc(N3CCN(C(=O)c4ccc(Cl)cc4)CC3)c2c1C	8	-7	26	1	-2	0	3	-7	14	19	19
O=C(COc1ccc(S(=O)(=O)N2CCCC2)cc1Cl)NCc1ccccn1	6	5	-2	-8	5	-32	0	17	-4	-5	-8
CC(C)CC(=O)NC(c1ccccc1)c1c(O)ccc2ccccc12 (configuration not stated)	-3	17	13	-20	0	-2	8	1	0	-6	-23
CC(C)n1cnc2c(NCc3ccccc3)nc(NCc3ccccc3)nc21	-3	-30	-10	21	-29	-15	-12	-1	-17	-13	-32
CSc1ccc(CNC(=O)C2(C)CCCN(C(C)=O)C2)cc1 (configuration not stated)	-17	-1	-6	16	5	-2	-2	-5	15	.	14
Cc1ccc(C(=O)NC(Cc2ccccc2C(F)(F)F)C(=O)O)cc1 (configuration not stated)	0	-9	6	-6	-11	-8	0	-7	7	1	-6
COc1ccc(S(=O)(=O)N2CCOCC2)c(C)c1C	-12	3	8	1	-23	-4	3	-3	-17	-15	2

Next structures
compound	TRAIL sens C8	TWEAK-Fn14 inh	COUP-TFII inh	CF NFkB inh	LRH-1 inv ag	SRC1 inh	KKLEB cytotox	TROY NFkB inh	NCOA2 inhibitor	LMP1 NFkB inh	NCOA3 inh
CCN1C(=O)CC(N2CCC(Cc3ccccc3)CC2)C1=O (configuration not stated)	1	10	12	2	-8	18	0	-3	-10	0	-1
CCOc1ccc(S(=O)(=O)N(C)CC(=O)NCc2ccccn2)cc1	-8	2	-5	0	6	-11	12	-18	-12	0	7
OCc1ccc(OCCCOc2cccc3cccnc23)cc1	24	-28	-6	-2	21	-18	2	-6	1	3	-5
O=C(c1ccccc1)c1nccn1-c1ccc(Cl)nn1	5	-4	-8	5	36	-5	4	0	-10	5	7
O=C(NCCCN1CCOCC1)c1sc2cc(F)ccc2c1Cl	3	-19	-12	-7	-41	-39	20	-34	-3	-50	-14
COc1nc(OC)nc(Oc2ccc([N+](=O)[O-])cc2Cl)n1	-5	-11	-3	-18	13	-71	4	4	12	-3	7
Cc1cccc(NC(=S)NNC(=O)c2cc3c(s2)CCC(C)C3)c1C (configuration not stated)	3	-15	17	3	28	-13	6	8	-17	5	8
O=C(Cn1cnc2c(cnn2-c2ccccc2)c1=O)Nc1ccc(S(=O)(=O)N2CCOCC2)cc1	0	2	1	7	-9	-9	3	14	-4	5	7
CCOc1ccc(/C(O)=C2\C(=O)C(=O)N(CCN(C)C)C2c2cc(OC)ccc2OC)cc1Cl (configuration not stated)	-12	2	-7	0	11	-11	4	5	-24	4	-2
O=C(Oc1ccccc1)N1CCN(c2ccccc2F)CC1	-17	-5	-27	-7	-5	-27	-7	-12	6	-7	-5
Cc1ccc(-c2csc(C(O)c3ccc(F)c(F)c3)n2)cc1C (configuration not stated)	-3	5	2	-23	15	-9	1	-19	-14	.	-5
CCn1c(SCC(=O)Nc2nc3ccccc3s2)nnc1-c1ccc(OC)cc1	10	8	4	13	4	-4	-4	9	-24	-4	16
COC(=O)c1[nH]c2ccc(C)cc2c1NC(=O)CN1CCN(c2ccc(F)cc2)CC1	13	44	-1	9	-23	-8	-26	12	-9	-1	-6
O=C(NCc1ccccc1)[C@]1(C(F)(F)F)C[C@H](CCc2ccccc2)CCCO1	-22	11	-3	25	-30	-22	4	-5	-6	-7	8
CCOC(=O)CCCCCC(=O)Nc1ccc2c(c1)CC(=O)N([C@H](C)CO)C[C@H](C)[C@H](CN(C)S(=O)(=O)c1ccc(OC)cc1)O2	-2	5	2	14	7	-5	1	13	4	0	-11
O=C(Cc1ccccc1[N+](=O)[O-])NCC(=O)c1ccc2c(c1)OCO2	-10	-26	-12	4	-17	-39	2	-30	-26	5	-25

Some entries already given, showing only KKLEB cytotox, NCOA3 inh and TWEAK-Fn14 inh.
canonical_smiles	KKLEB cytotox	NCOA3 inh	TWEAK-Fn14 inh
O=C(NCc1ccccc1)[C@]1(C(F)(F)F)C[C@H](CCc2ccccc2)CCCO1	4	8	11
CCOC(=O)CCCCCC(=O)Nc1ccc2c(c1)CC(=O)N([C@H](C)CO)C[C@H](C)[C@H](CN(C)S(=O)(=O)c1ccc(OC)cc1)O2	1	-11	5

Bioassay records: PubChem, several laboratories
